Ins promoter up: insulin promoter activators in MIN6 cells, imaging, high-content screening, mouse beta cells; MIN6 insulin promoter-GFP reporter; hits give high values; z-score at 5 µM; actives 0.3% (n = 190,000); AID 1625, 2009;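 active = z-score above 3 at 5 µM with at least 500 cells counted in the well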
TNAP activation fold: human TNAP enzyme activators, primary screen, biochemical, luminescent, no phosphate acceptor, uHTS (AID 1001) | purified TNAP, luminescent activation assay, no phosphate acceptor; higher activation fold means a stronger effect | Alkaline phosphatase, tissue-nonspecific isozyme (Homo sapiens) | one-dose activation fold at 20 µM; EC50 in µM for titrated hits | actives 0.03% (n = 200,000); in the data active = activation fold from about 3, or a potency from the dose series; inactive = the rest, 99 in 100 with activation fold below about 1.6; note: many of its hits are not listed in these tables
MT stabilizer: microtubule stabilizers in HeLa cells, primary screen, imaging, high-content imaging. HeLa tubulin immunostaining HCS, 24 h; share of cells brighter than vehicle mean+2SD. actives 0.83% (n = 200,000). % tubulin-high responders, % at 10 µM. AID 2205, 2009;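 active = plate Z-score above 3 for both tubulin-high and condensed-nucleus cell shares, with cell loss under 80%, at 10 µM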;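 note: anti alpha tubulin signal scored within the nucleus-defined area of each cell; some results filed as inactive read as strong as hits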
human PMI inhibition: inhibitors of human PMI, primary screen, biochemical, fluorescence intensity, coupled assay (AID 1209). Mannose-6-phosphate isomerase (Homo sapiens). purified PMI enzyme, coupled fluorescence intensity; higher % means a stronger effect. one-dose inhibition, % at 20 µM; IC50 in µM for titrated hits. actives 0.42% (n = 190,000); in the data active = inhibition above about 50%;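 note: plate controls were DMSO vehicle for no effect and wells lacking substrate for full effect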
Myeloid diff MLP: induction of myeloid progenitor differentiation, primary screen, cell-based, flow cytometry, MLPCN library; ER-HoxA9 myeloid progenitors, lysozyme-GFP differentiation; calls only at 10 µM; actives 1% (n = 360,000);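 active = normalized GFP-positive differentiation at or above the plate's own cutoff, the solvent-only control mean plus 3 SD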;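 note: cells exposed to compound for four days before flow analysis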
Lipid droplet: inhibitors of hepatocyte lipid droplet formation, primary screen, imaging, high-throughput imaging, BODIPY stain; actives 0.4% (n = 240,000); inhibition, % at 6.5 µM; AID 1656, 2009; AML12 mouse hepatocytes, oleate lipid droplets;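 active = lipid droplet intensity inhibited by at least 50%, with more than 500 cells counted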
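Test system: AML12 mouse liver cells; schedule: overnight exposure; technique: high-content imaging of BODIPY-stained droplets and DAPI nuclei; read-out: % inhibition of corrected integrated BODIPY droplet signal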
T cell HTS: modulators of CD8 T cell-vesicle binding, primary screen, mouse 2C CD8+ T cells, flow cytometry | 2C CD8+ T cell-vesicle binding; hits give low values | calls only at 7 µM | actives 0.068% (n = 330,000) | AID 2052, 2009;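 active = response, share of CD8 T cells binding vesicles, and their 90th percentile fluorescence all below set limits, cut at about 80% in these data, passing the limit was not always enough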
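Read-out – percent CD8+ FL2 mean versus row control · System – murine 2C transgenic CD8+ T lymphocytes · Times – 1.5 h cell–vesicle binding at 37 °C, then 20 min icy labelling · Control set – naked vesicles low, QL9 vesicles with vehicle high · Detection – cytometric PE anti-B7-1 and Alexa647 anti-CD8 signals after 1% paraformaldehyde fixation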
Dynein transport: inhibitors of GR-EGFP nuclear translocation, primary screen, dynein cargo transport inhibitor project, imaging, high-content, 3617.4 mouse cells; z-score, hits read low; AID 1381, 2008; test concentration mostly 20 µM; stimulated with dexamethasone, 1 µM; hits give low values; actives 0.47% (n = 220,000);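 active = plate z-score of nuclear minus cytoplasmic receptor signal below a set negative limit, without overly bright fluorescence or cell loss, cut at about -3.5 in these data, passing the limit was not always enough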;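 note: z-score of nuclear minus cytoplasmic ring GR-EGFP intensity difference per well; some compounds called inactive have numbers as strong as hits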
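Buffer or medium: Induction medium lacking tetracycline, stripped serum | Also added: Dexamethasone agonist, 1.0 µM final, for 30 min | Timing: 48 h induction, 1 h compound, 30 min dex at 37 °C | Detection: Formaldehyde fixation, Hoechst nuclear stain, 10x automated fluorescence imaging | Measure: Nuclear versus cytoplasmic GR-EGFP signal, averaged per well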
bCat nuc transl: modulators of beta-catenin nuclear translocation, primary screen, imaging, HeLa cells, immunofluorescence, high-content; nuclear translocation activity, % at 5 µM; AID 1665, 2009; actives 0.3% (n = 190,000);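 active = nuclear translocation activity above 50% at 5 µM, with a well cell count of 50 or more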;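 note: per-cell ratio of nuclear to cytoplasmic median beta-catenin stain intensity; plate controls were DMSO negative control for no effect and GSK-3 inhibitor IX positive control for full effect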
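Read-out: Nuclear/cytoplasmic beta-catenin signal ratio, % activation | Assay system: Human HeLa cell line | Times: 24 h compound exposure at 37°C, 5% CO2 | Signal: Fluorescence imaging of beta-catenin antibody stain plus DAPI | Dosing: 5 µM primary, 0.02–20 µM confirmation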
Dynein transport cytoplasmic EGFP: second read-out of Dynein transport, no call of its own (marks repeat the call); z-score; measured here: cytoplasmic GR-EGFP intensity; hits give high values
Dynein transport nuclear GR-EGFP: further read-out of Dynein transport, marked with its call; z-score; measured here: nuclear GR-EGFP intensity;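 lower value marks the stronger effect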
Dynein transport cell count: second read-out of Dynein transport, no call of its own (marks repeat the call); z-score; measured here: cell count per field
Ins promoter up cell count: recorded beside Ins promoter up, whose call it bears; cell count; measured here: cytotoxicity, nuclei count;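 total cells summed across four imaged fields per well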
Lipid droplet cells 6.5 µM: also measured in Lipid droplet; calls as there; cell count; measured here: cell count, cytotoxicity flag;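 cells counted across two imaged fields per well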
bCat nuc transl cell count 5 µM: recorded beside bCat nuc transl, whose call it bears; cell count; measured here: cell count, cytotoxicity flag
T cell HTS vesicle-bound %: recorded beside T cell HTS, whose call it bears; double positive events, %; measured here: CD8+ vesicle-bound cell fraction;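 binding gate set so that unloaded-vesicle control wells show 10% double positive cells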
MT stabilizer Hoechst-high %: also measured in MT stabilizer; calls as there; % Hoechst-high responders; measured here: nuclear condensation Hoechst responders;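 share of cells brighter than vehicle mean plus two SD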
MT stabilizer cytotoxicity %: second read-out of MT stabilizer, no call of its own (marks repeat the call); toxicity, %; measured here: cytotoxicity by cell density;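 0% = mean cell density of plate MIN control wells and 100% = no cells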
Myeloid diff MLP GFP+ MAC1+ %: also measured in Myeloid diff MLP; calls as there; GFP+ MAC1+ double positive, %; measured here: differentiation confirmed by MAC1 staining
* marks the source's active call; other numbers are inactive results; i = inactive; / = no result given; + = active, no number.

SMILES	Ins promoter up	Ins promoter up cell count	TNAP activation fold	MT stabilizer	MT stabilizer Hoechst-high %	MT stabilizer cytotoxicity %	human PMI inhibition	Myeloid diff MLP	Myeloid diff MLP GFP+ MAC1+ %	Lipid droplet	Lipid droplet cells 6.5 µM	T cell HTS	T cell HTS vesicle-bound %	Dynein transport	Dynein transport cytoplasmic EGFP	Dynein transport nuclear GR-EGFP	Dynein transport cell count	bCat nuc transl	bCat nuc transl cell count 5 µM
COc1cc(C)ccc1S(=O)(=O)n1nc(C)cc1C	/	/	1.1	2.7	1.4	7.3	6%	i	0.1	-31	686	i	44	-0.4	-0.28	-0.092	0.74	2.7	878
O=C(Nc1ccc([N+](=O)[O-])cc1)Nc1ccc2[nH]c(=O)[nH]c2c1	1.2	1672	0.8	5.7	1.6	6.3	4%	i	0.6	8	684	i	33	-0.61	-0.1	-0.15	0.61	-2.6	1069
O=C(CNC(=O)c1ccc(S(=O)(=O)N2CCCC2)cc1)N/N=C/c1ccco1	-0.36	1659	1	1.2	2.3	1.3	-4%	i	1.2	-20	659	i	10	0.81	-0.15	0.89	-1.1	-1.0	942
COCCn1ccc(O)c(Cc2ccccc2)c1=O	-0.06	1870	1.1	2.7	1.4	3.5	9%	i	1.1	2	668	i	13	-0.063	0.014	0.35	0.35	0.3	1076
CCOC(=O)N1CCC(NC(=O)C2CCC(CNS(=O)(=O)c3ccc(OC)cc3)CC2)CC1 (stereo not drawn)	-0.11	1306	0.9	2.4	2.1	2.9	-9%	i	1.3	/	/	/	/	-1.5	-0.26	-0.67	0.66	-0.2	893
N#Cc1ccc(C(=O)CSc2nnc(-c3ccc(C(F)(F)F)cn3)s2)cc1	-0.63	1486	/	/	/	/	/	i	0.5	16	727	i	12	-0.37	-0.22	-0.25	0.84	-2.8	1172
Cc1noc2ncnc(Oc3cc(Cl)ccc3Cl)c12	0.86	1513	1.1	2.8	2.1	8.5	-5%	i	0.8	-4	680	i	5	0.85	0.77	0.6	-1.1	-4.4	993
Cc1c(C(=O)NCC2COc3ccccc3O2)oc2ccc(S(=O)(=O)N(C)C3CCCCC3)cc12 (stereo not drawn)	-0.36	799	1.1	0.8	1.3	23	5%	i	1.9	-1	794	i	39	2.3	0.26	1.1	-2	-0.3	1177
CCCc1cc(=O)[nH]c(SCC(=O)c2cc(C)n(CC(F)(F)F)c2C)n1	-0.06	1324	1.2	4.8	2.1	6.2	-8%	i	0.7	12	683	i	50	0.083	-0.1	0.38	0.26	-1.8	1016
Nc1ccc(Br)c2c1C(=O)c1ccccc1C2=O	0.9	1538	0.9	1.8	1.5	1.6	-2%	/	/	/	/	i	13	-0.41	-0.12	-0.9	-0.54	-0.7	1197
Cn1cc(CC(=O)NCCN2CCOCC2)c2ccccc21	/	/	1	1.9	1.4	3.0	-5%	i	0.0	2	754	i	49	-0.48	-0.3	-0.32	0.79	-2.7	1061
COc1ccc(CNCC(O)(c2ccccc2)c2ccccc2)cc1OC	-2.4	1135	1.1	3.9	3.5	11	-8%	i	0.7	/	/	i	49	0.27	-0.1	0.42	0.16	-1.3	1071
C=CCn1c(SCn2nnc3ccccc3c2=O)nnc1C1CCCCC1	0.05	1240	1.1	1.6	2.0	7.6	-2%	i	0.1	/	/	i	59	-0.3	-0.2	0.16	0.27	0.4	1103
O=C(CN1CCN(Cc2ccc(F)cc2Cl)C1=O)NCCc1ccccc1	-0.62	890	1	2.6	3.8	5.7	-1%	i	2.9	/	/	i	40	-0.76	-0.2	-0.44	1	/	/
CNC(=S)N1N=C(c2ccccc2)CC1c1ccccc1Cl (stereo not drawn)	-0.77	1323	1.1	5.4	3.4	0.4	20%	i	0.6	12	715	i	46	3.2	-0.1	1.9	-1.5	-2.6	1195
OCCC1CN(Cc2ccccn2)CCN1C1CCCC1 (stereo not drawn)	0.87	1362	1.1	2.1	1.2	5.7	12%	i	0.5	-6	699	i	54	-0.27	-0.21	-0.071	0.5	-0.7	1086
COc1ccc2nc3cc(Cl)ccc3c(C#N)c2c1	0.17	1109	/	/	/	/	/	i	0.2	-6	726	i	35	-0.84	-0.17	-0.36	0.6	-0.3	1301
Cc1ccc(N(C(=O)c2ccc(S(=O)(=O)N3CCOCC3)cc2)C2C=CS(=O)(=O)C2)cc1 (stereo not drawn)	0.86	1272	1	4.0	1.5	11	5%	i	5.7	-5	745	i	14	1.1	-0.21	0.84	0.6	-1.1	1191
COC(=O)c1ccc(CN(c2ccccc2Cl)S(C)(=O)=O)cc1	0.87	1447	1.1	1.9	3.2	9.0	5%	i	0.0	3	671	i	31	-0.41	-0.26	0.38	0.31	-9.0	1129
COc1ccc(-c2nc(N)sc2C2(O)C(=O)Nc3c(Br)cc(F)cc32)cc1OC (stereo not drawn)	0.22	1278	1.1	2.9	2.1	12	12%	i	0.6	-4	682	i	54	-0.53	0.079	-0.32	0.71	-2.3	1207
COc1ccc(N2C(=O)CC(Sc3n[nH]c(-c4cccc(C)c4)n3)C2=O)cc1 (stereo not drawn)	1.2	1081	/	/	/	/	/	i	0.4	2	732	i	39	2	-0.22	1.6	-1.5	0.1	1307
N#CCCNCC1(c2ccccc2)CCCC1	0.29	1081	1	3.4	1.7	4.6	0%	i	0.3	-14	547	i	57	0.13	-0.17	0.24	-0.3	0.1	1113
CC(=O)Nc1sc(/C(C#N)=C\c2cccc(Cl)c2)nc1-c1ccc(C)cc1	/	/	1	5.7	2.6	8.3	10%	+	24*	-31	607	i	47	-5.9	15	-0.09	0.72	0.6	968
Cc1cc(N/N=C\c2ccccc2)nc(-c2ccccc2O)n1	2.5	1509	1.3	1.6	1.4	5.6	18%	i	1.1	-5	657	i	43	1.7	-0.17	1.5	-2.2	-1.9	1049
O=C(NCc1ccncc1)Nc1ccc(Cl)cc1Cl	-0.13	1698	1.1	5.0	2.1	4.0	9%	i	0.5	/	/	i	43	-0.34	-0.16	-0.82	-0.82	-0.3	1243

Further entries
SMILES	Ins promoter up	Ins promoter up cell count	TNAP activation fold	MT stabilizer	MT stabilizer Hoechst-high %	MT stabilizer cytotoxicity %	human PMI inhibition	Myeloid diff MLP	Myeloid diff MLP GFP+ MAC1+ %	Lipid droplet	Lipid droplet cells 6.5 µM	T cell HTS	T cell HTS vesicle-bound %	Dynein transport	Dynein transport cytoplasmic EGFP	Dynein transport nuclear GR-EGFP	Dynein transport cell count	bCat nuc transl	bCat nuc transl cell count 5 µM
COc1ccc(-n2nnnc2SCC(=O)N2C(C)CCCC2C)c(OC)c1 (stereo not drawn)	-0.03	1277	1.1	0.7	2.1	4.7	-4%	i	8.0	/	/	i	42	-1.1	-0.22	-0.52	0.74	-2.9	1055
CC(=O)Nc1cc2c(cc1C(=O)c1ccc(C)cc1)OCCO2	1.6	1098	1	3.8	2.1	6.3	0%	i	0.9	2	768	i	27	0.4	-0.24	-0.42	-0.25	1.7	1077
CC(C)(c1ccccc1)c1ccc(OCCn2cnc3ccccc3c2=O)cc1	/	/	1.1	1.9	2.5	10	11%	i	1.5	0	783	i	55	0.22	-0.14	0.34	0.65	/	/
O=C(O)COc1ccccc1/C=N/NC(=O)CN1CCN(Cc2ccc(Cl)cc2)CC1	0.01	1101	/	/	/	/	/	i	0.1	3	737	i	58	-0.12	-0.22	-0.047	-0.11	1.1	1261
O=C(O)COc1cccc2nsnc12	0.34	973	1.1	6.7	4.1	8.9	14%	i	1.2	/	/	i	52	-0.73	-0.28	-0.21	1	2.6	1166
COc1ccccc1N(CC(O)Cn1c2ccccc2c2ccccc21)S(=O)(=O)c1ccccc1 (stereo not drawn)	-0.96	1273	1	3.7	2.9	3.7	20%	i	0.3	-8	623	i	15	-0.72	-0.25	-0.67	0.96	-0.1	432
CC1(C)NC(=O)N(CCCCOc2ccc3c(c2)CCC3)C1=O	/	/	1.1	2.8	3.1	10	6%	i	7.5	/	/	i	19	-0.36	-0.23	0.47	0.56	-1.2	959
Cc1occc1-c1nnc(SCC(=O)NCc2ccco2)n1CC(C)C	-0.95	1338	1.2	2.2	2.2	5.6	6%	i	1.4	/	/	i	6	-0.1	-0.2	0.19	0.011	-2.6	1100
CCCCn1cnc2sc(-c3ccccc3)cc2c1=O	/	/	1.1	2.6	1.6	4.9	15%	i	0.2	/	/	i	28	1.1	-0.22	-0.56	-0.22	/	/

Compounds as they come, and some 3% of all compounds hit somewhere here.
